TRPC6 activator: mouse TRPC6 channel activators, primary screen, cell-based, HEK293, membrane potential dye | AID 2550, 2010 | HEK293-TRPC6 membrane potential dye fluorescence; hits give high values | B-score at 10 µM | 310,000 tested, 0.13% active | Short transient receptor potential channel 6 (Mus musculus), Q61143;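 active means B-score of the integrated fluorescence ratio above library mean plus 3 SD, and starting fluorescence ratio within library mean plus 5 SD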;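 further: higher score means more depolarization so channel activation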
TRPC4 act: activators of mouse TRPC4 channel, primary screen, Fluo4 calcium, HEK293 TRPC4beta/mu-opioid cells; Short transient receptor potential channel 4 (Mus musculus), Q9QUQ5; Fluo4 calcium fluorescence; hits give high values; B-score at 10 µM; 310,000 tested, 0.49% active;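 active means B-score above 5 SD of library B-scores, and initial fluorescence ratio not above library mean plus 5 SD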;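 further: positive B-score marks a calcium rise read as TRPC4 activation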
Target sequence (Q9QUQ5 whole entry, looked up): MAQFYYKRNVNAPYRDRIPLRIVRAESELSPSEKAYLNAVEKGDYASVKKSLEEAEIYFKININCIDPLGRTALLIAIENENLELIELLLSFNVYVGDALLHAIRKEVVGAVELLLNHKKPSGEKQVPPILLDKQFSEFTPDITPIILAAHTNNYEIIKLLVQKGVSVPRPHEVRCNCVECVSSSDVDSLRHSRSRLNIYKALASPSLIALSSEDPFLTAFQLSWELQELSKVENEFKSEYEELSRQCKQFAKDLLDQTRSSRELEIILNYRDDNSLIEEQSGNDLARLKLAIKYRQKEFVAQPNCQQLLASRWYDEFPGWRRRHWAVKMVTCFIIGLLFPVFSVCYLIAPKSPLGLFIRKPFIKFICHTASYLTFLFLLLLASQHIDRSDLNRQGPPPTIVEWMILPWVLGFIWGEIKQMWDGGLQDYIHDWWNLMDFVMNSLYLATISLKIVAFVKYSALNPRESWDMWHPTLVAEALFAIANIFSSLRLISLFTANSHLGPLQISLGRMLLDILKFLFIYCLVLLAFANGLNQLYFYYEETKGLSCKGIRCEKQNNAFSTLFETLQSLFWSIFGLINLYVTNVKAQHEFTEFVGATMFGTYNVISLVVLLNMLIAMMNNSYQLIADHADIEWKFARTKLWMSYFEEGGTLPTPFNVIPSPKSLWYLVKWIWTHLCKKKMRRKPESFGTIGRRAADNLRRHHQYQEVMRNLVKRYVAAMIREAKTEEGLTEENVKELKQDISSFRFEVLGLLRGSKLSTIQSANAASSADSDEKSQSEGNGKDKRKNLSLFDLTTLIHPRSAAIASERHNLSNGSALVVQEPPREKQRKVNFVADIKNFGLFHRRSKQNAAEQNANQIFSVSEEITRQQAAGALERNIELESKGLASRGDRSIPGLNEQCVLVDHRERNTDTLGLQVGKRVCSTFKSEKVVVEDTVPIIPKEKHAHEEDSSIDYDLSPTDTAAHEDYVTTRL
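Assay system: HEK293 cells stably co-expressing mouse TRPC4beta and mu-opioid receptor / Timing: Fluo4 dye loading 45 min at room temperature, 110 s recording / Signal: Fluo4 calcium-sensitive dye fluorescence, kinetic, 1 Hz baseline / Read-out: integrated baseline-normalised fluorescence ratio, converted to per-well B score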
HIF activator: HIF pathway transcriptional activators, primary screen, cell-based, U2OS HRE-luciferase, luminescence | U2OS HRE-luciferase reporter; normalized: DMSO 0%, desferrioxamine 100% | activation, % at 7.5 µM (by protocol) | 300,000 tested, 0.32% active | AID 1910, 2009;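 active means mean activation of at least 10% of the iron chelator positive control signal, with at least half of replicates also reaching 10%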
TRPC4 inh: inhibitors of mouse TRPC4 channel, primary screen, Fluo4 calcium, HEK293 TRPC4beta/mu-opioid cells. Short transient receptor potential channel 4 (Mus musculus), Q9QUQ5. DAMGO-evoked Fluo4 calcium flux; hits give low values. B-score at 10 µM. 300,000 tested, 0.39% active. AID 2247, 2010;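 active means B-score over 3 SD under the library average, no early fluorescence shift, positive overall ratio signal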
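Assay system: HEK293 cells with stable TRPC4beta plus mu-opioid receptor expression. Dosing: single dose. Measured by: Fluo4 Ca2+ flux fluorescence. Also added: DAMGO in two steps, submaximal then maximal. Read-out: B score from integrated Fluo4 fluorescence ratio.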
KLF5 inhibitor: KLF5 expression inhibitors, primary screen, DLD-1 cells, luminescence; DLD-1 KLF5 promoter-luciferase reporter; inhibition, % at 5 µM; 290,000 tested, 0.23% active;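 active means inhibition above a per-plate limit of that plate's mean compound inhibition plus 3 SD, cut at about 60% in these data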;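 further: 0% = DMSO wells and 100% = LY294002 at 200 µM; higher means less KLF5 promoter-driven luciferase light; inactives centre near -14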
IEC-6 cytotox: cytotoxicity in IEC-6 intestinal epithelial cells, primary screen, cytotoxicity control for KLF5 inhibitor project, cell-based, luminescence | 290,000 tested, 0.78% active | inhibition, % at 5 µM | IEC-6 cytotoxicity, luminescence viability; in the data active means inhibition above about 22%;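 further: 0% = plate median of test compound wells and 100% = cytotoxic reference compound wells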
SKKanGAS inh: S. pyogenes SKKanGAS growth inhibitors in kanamycin, primary screen, streptokinase expression inhibitor project, SKKanGAS strain, BacTiter-Glo luminescence; 6 h; 300,000 tested, 1.3% active; inhibition, % at 7.5 µM;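 active means mean replicate score, as percent of positive control median, at least 50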;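 further: strain carries kanamycin resistance gene driven by streptokinase promoter and grows in 40 µg/ml kanamycin; loss of luminescence reflects streptokinase promoter inhibition or plain growth inhibition; 0% = median of DMSO wells and 100% = positive control at its reference dose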
TRPC4 PAM: positive allosteric modulators of TRPC4, primary screen, cell-based, mouse TRPC4beta, HEK293 mu-opioid, Fluo-4 calcium; DAMGO EC20, Fluo-4 Ca2+ flux; hits give high values; B-score at 10 µM; 310,000 tested, 0.42% active;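 active means B-score of calcium response area above 5 SD of library B-scores, with initial fluorescence ratio within 5 SD of library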;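 further: B-score of integrated fluorescence ratio over time as area under calcium response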
MrgX1 antag: antagonists of human MrgX1 receptor, primary screen, HEK293 cells, Fluo-4 calcium flux; BAM8-22 antagonism; hits give low values; B-score at 10 µM; 310,000 tested, 1.3% active; AID 588676, 2011;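 active means calcium-response B-score plate-corrected more than 3 library SD below zero, starting fluorescence within 5 deviations, no agonist response on first addition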;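 further: peak minus trough fluorescence over baseline after final BAM8-22 challenge near maximal dose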
TRPC6 inh: mouse TRPC6 channel inhibitors, primary screen, cell-based, HEK293, membrane potential dye; 310,000 tested, 1.1% active; B-score at 10 µM; ACh-evoked depolarization; hits give low values;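 active means B-score under library mean minus 3 SD, initial fluorescence not abnormally high, positive integrated signal ratio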;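 further: B-score derived from integrated fluorescence ratio over the kinetic read; more negative B-score means stronger inhibition of depolarization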
aSyn UTR inh: MLPCN primary screen, SNCA 5' untranslated region. 300,000 tested, 0.82% active. alpha-synuclein 5'UTR reporter, inhibitor activity. inhibition, % (tested at 7.5 µM). AID 1813, 2009; in the data active means inhibition above about 60%;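 further: H4 neuroglioblastoma cells stably carrying SNCA 5'UTR luciferase fusion; 0% = DMSO wells and 100% = positive control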
* marks the source's active call; other numbers are inactive results; i = inactive; / = not tested or not shown.

Under each structure – IEC-6 cytotox, MrgX1 antag, SKKanGAS inh, TRPC6 inh, TRPC4 act, TRPC4 PAM, TRPC6 activator, HIF activator, KLF5 inhibitor, TRPC4 inh, aSyn UTR inh
> Cc1ccccc1CS(=O)(=O)Cc1ccc(C(=O)NC2CCCC2)o1
    3, i, 2, i, i, i, i, -0.5, -12, i, 13
> Cc1ccc(Cn2c(=O)oc3ccccc32)cc1
    -3, i, 1, i, i, i, i, 0.1, -15, i, 0
> CCOc1ccc(S(=O)(=O)NNC(=S)Nc2ccc(Br)cc2)cc1
    3, i, -14, i, i, i, i, 0.4, -20, i, 3
> O=C(CCc1ccccc1)Nc1ccc(NC(=O)C2CC2)nc1
    -8, i, -1, i, i, i, i, 0.1, -3, i, 3
> CN1CCN(C2=Cc3ccccc3Sc3cc(F)ccc32)CC1
    -4, i, 3, i, i, i, i, -0.6, -34, i, 0
> CCOC(=O)C1CCCN(C(=O)COc2ccccc2O)C1 (stereo not drawn)
    -4, i, 0, i, i, i, i, 1.0, -34, i, 3
> CN1CCN(C(=O)/C=C\C(=O)O)CC1
    5, i, -3, i, i, i, i, -0.3, -37, i, 15
> CSc1ccccc1OCc1cc(C(=O)N(C)CCn2nc(C)cc2C)no1
    1, i, 4, i, i, i, i, 1.1, -33, i, 4
> Nc1nc(Cl)cc(NCCc2ccc(O)cc2)n1
    6, -5.8*, -1, i, i, i, i, -0.2, -12, i, -1
> O=C(c1ccc2ccccc2c1)C1CCCN(C(=O)CCn2cnnn2)C1 (stereo not drawn)
    -2, i, 4, i, i, i, i, 0.0, -9, i, 1
> CCCS(=O)(=O)N1CCCC(C(=O)NCCc2ccccc2)C1 (stereo not drawn)
    -8, i, -2, i, i, i, i, -0.3, -41, i, -29
> CCC(C)NC(=O)c1c(-c2cc(Cl)c(OC)c(Cl)c2)noc1C (stereo not drawn)
    7, i, -1, i, i, i, i, /, -1, i, -11
> CCOC(=O)c1c(C)sc2c1N(C(=O)CN(CC)CC)c1cc(Cl)ccc1S2
    1, i, -18, i, i, i, i, -0.4, 2, i, 0
> O=[N+]([O-])c1cc(C(F)(F)F)cc([N+](=O)[O-])c1NN=C1CCCCC1
    -8, i, -10, i, i, i, i, 0.6, -21, i, -25
> CC1CC1C(=O)N(C)CC(=O)Nc1ccc(Cl)c(C(F)(F)F)c1 (stereo not drawn)
    /, i, -3, i, i, i, i, -0.3, /, i, 24

Records above that bear a hit mark in MrgX1 antag.
Structure | MrgX1 antag | TRPC4 PAM | TRPC6 activator | KLF5 inhibitor | TRPC4 inh | aSyn UTR inh
Nc1nc(Cl)cc(NCCc2ccc(O)cc2)n1 | -5.8* | i | i | -12 | i | -1

The listing continues.
Under each structure – IEC-6 cytotox, MrgX1 antag, SKKanGAS inh, TRPC6 inh, TRPC4 act, TRPC4 PAM, TRPC6 activator, HIF activator, KLF5 inhibitor, TRPC4 inh, aSyn UTR inh
> Cc1ccc2c(c1)N(CC(=O)NC1CCCc3ccccc31)C(=O)CO2 (stereo not drawn)
    0, i, -1, i, i, i, i, -0.7, 9, i, -7
> Cc1ccsc1-c1nc(CN2CCCC2c2ccc(F)cc2)c(C)o1 (stereo not drawn)
    -8, i, 10, i, i, i, i, -0.6, -5, i, -30
> CCCCCCCCCCNC(=O)CCn1[nH]c(=O)c2ccccc2c1=O
    -2, i, 2, i, i, i, i, 0.5, 9, i, 1
> CCOC(=O)c1ccccc1NC(=O)c1cncc(Br)c1
    -3, /, 5, i, i, i, i, -0.6, -21, i, 14
> CSCCCNC(=S)Nc1ccc(N2CCOCC2)cc1N1CCOCC1
    5, i, 2, i, i, i, i, -0.2, 13, i, -10
> O=C(Nc1nccs1)c1cc(-c2ccco2)nc2ccccc12
    -9, i, 6, i, i, i, i, -18, 6, i, -30
> CC(=O)c1csc(CS(=O)(=O)c2ccccn2)n1
    0, i, -2, i, i, i, i, -0.4, -25, i, 4
> Cc1ccc(S(=O)(=O)NCCNC(=O)c2ccc(C)nc2)cc1
    -2, i, 4, -6.3*, i, i, i, 0.3, -18, i, 6
> Cc1cccc(Nc2nc(N)nc(CSc3nccn3C)n2)c1
    4, i, -10, i, i, i, i, 2.4, -27, i, -99
> Cc1cc(C)c(C)c(C(=O)c2ccccc2C(=O)O)c1C
    -9, i, -12, i, i, i, i, -1.3, -17, i, 9
> Cc1cc(C(=O)COC(=O)c2cccs2)c(C)n1-c1c(C)n(C)n(-c2ccccc2)c1=O
    -3, i, 1, i, i, i, i, 0.5, -1, i, -9
> Cc1ccccc1S(=O)(=O)c1c(C)cc(C)n(C)c1=O
    -8, i, 3, i, i, i, i, 0.0, -4, i, -8
> CNC(=S)N1N=C(c2ccc(C)cc2)CC1c1ccc(N(C)C)cc1 (stereo not drawn)
    9, i, -5, i, i, i, i, 0.6, -33, i, -43
> O=C(c1ccco1)N(CCO)Cc1cc2cc3c(cc2[nH]c1=O)OCO3
    2, i, -6, i, i, i, i, -0.1, 8, i, -6
> COc1ccc(C(=O)CCc2ccccc2O)c(OC)c1
    0, i, 6, i, i, i, i, 2.0, -144, i, -128

(list continues)
Under each structure – IEC-6 cytotox, MrgX1 antag, SKKanGAS inh, TRPC6 inh, TRPC4 act, TRPC4 PAM, TRPC6 activator, HIF activator, KLF5 inhibitor, TRPC4 inh, aSyn UTR inh
> COc1ccc(NC(=O)CSc2nnc(N)n2CC(=O)Nc2ccc(OC)cc2)cc1
    -2, i, /, i, i, i, i, /, -16, i, /
> CCOC(=O)CCc1c(C)c2ccc(OC3CCCCC3=O)cc2oc1=O (stereo not drawn)
    -2, i, -4, i, i, i, i, 0.3, -40, i, -21
> COc1ccc(CCNC(=O)C2CCC(=O)N2CCc2ccccc2)cc1OC (stereo not drawn)
    6, i, 0, i, i, i, i, 0.2, -12, i, -4
> Cc1c(/C=C/C(=O)c2ccc(C(C)C)cc2)cnn1C
    3, i, 1, i, i, i, i, 2.5, -55, i, -92
> Cc1ccc(C)c(NC(=O)C2CC(O)CN2C(=O)OCc2ccccc2)c1 (stereo not drawn)
    7, i, -2, i, i, i, i, 0.7, -8, i, 31
> CCOc1cc(/C=N/N=C(N)N)ccc1OCc1ccc(Cl)cc1
    9, i, 4, i, i, i, i, -6.2, -5, i, -32
> CCC(Oc1ccccc1)C(=O)Nc1cc(C(F)(F)F)ccc1N1CCOCC1 (stereo not drawn)
    /, i, -9, i, i, i, i, 0.1, /, i, 7
> CCOC(=O)c1c(C)c(C(=O)NC(C)COC)c(C)n1CC (stereo not drawn)
    0, i, -2, i, i, i, i, -0.7, -11, i, 21
> O=C1Nc2ccc(Cl)cc2C(=O)C1(F)c1ccccc1 (stereo not drawn)
    20, i, 0, i, i, i, i, -0.1, -26, i, -11
> CC(NC(=O)Cn1nc(-c2ccccc2)c2ccccc2c1=O)c1ccccc1 (stereo not drawn)
    4, i, 0, i, i, i, i, -0.8, -23, i, -3
> COC(=O)C(Cc1c[nH]c2ccccc12)NC(=O)c1cccs1 (stereo not drawn)
    4, i, -9, i, i, i, i, 0.1, -5, i, 14
> SC(COCc1ccccc1)CN1CCN(Cc2ccc3c(c2)OCO3)CC1 (stereo not drawn)
    -5, i, -2, i, i, i, i, -0.2, -7, i, -12
> Cc1ccc(C)c(N2CCN(CCCNC(=O)CCn3c(=O)c4cccn4c4cccnc43)CC2)c1
    -7, i, -2, i, i, i, i, 0.6, -4, i, 26
> O=C(CNCCc1ccccc1)N1CCc2ccccc2C1
    -2, i, -3, i, i, i, i, 0.4, 16, i, -24
> CCN(CC)S(=O)(=O)c1ccc(C(=O)Nc2c3c(nn2C(C)(C)C)CS(=O)(=O)C3)cc1
    -5, i, -6, i, i, i, i, -0.4, -15, i, 8

Continued:
Under each structure – IEC-6 cytotox, MrgX1 antag, SKKanGAS inh, TRPC6 inh, TRPC4 act, TRPC4 PAM, TRPC6 activator, HIF activator, KLF5 inhibitor, TRPC4 inh, aSyn UTR inh
> Cc1cccc(OCc2nnc(SCC(=O)Nc3cc(C)on3)n2C)c1
    -1, i, -2, i, i, i, i, 0.0, -16, i, 19
> COc1ccc(CNC(=O)CN(C(=O)c2csnn2)c2cnc3ccccc3c2)cc1
    -6, i, 27, i, i, i, i, 0.0, -13, i, 6
> COc1ccc(NC(=O)CCCCCN2C(=O)c3cccc([N+](=O)[O-])c3C2=O)c(OC)c1
    1, i, 3, i, i, i, i, 0.3, -29, i, 2
> COc1ccc(C(=O)Nc2cnccn2)cc1[N+](=O)[O-]
    8, i, -3, i, i, i, i, 0.1, -16, i, 9
> CC1=NN(c2ccc(Cl)cc2)C(=O)C1C(c1cccc(O)c1)c1c(C)[nH]n(-c2ccc(Cl)cc2)c1=O (stereo not drawn)
    0, i, 25, i, i, i, i, 0.4, -24, i, 10
> CC(=O)N1c2ccccc2N(Cc2ccc(C)cc2C)C(=O)C1(C)C
    /, i, 0, i, i, i, i, 0.1, /, i, 44
> CN(C[C@H](Cc1ccccc1)N(C[C@H](c1ccccc1)N(CCc1ccccc1)N=O)N=O)N=O
    5, i, 5, i, i, i, i, -0.5, 0, i, 16
> CN(C)c1ccc(CNc2ccccn2)cc1
    3, i, 4, i, i, i, i, 2.3, -17, i, -38
> CCN(CCC#N)c1ccc(/C=N/Nc2nc(C)cc(=O)[nH]2)c(C)c1
    -4, i, -3, i, i, i, i, 0.4, -26, i, -3
> COc1ccc(CNC(=O)C2CC(C)=C(C)CC2C(=O)O)cc1OC (stereo not drawn)
    -5, i, -1, i, i, i, i, -0.7, -5, i, 21
> O=C(CCn1cnc2ccccc2c1=O)Nc1nc2c(s1)CCCC2
    0, i, 0, i, i, i, i, 0.2, -12, i, 3
